Compound activity: PubChem, several laboratories
KCNK3 block – human KCNK3 channel inhibitors, primary screen, CHO cells, FluxOR thallium flux, B-score; Potassium channel subfamily K member 3 (Homo sapiens), O14649; FluxOR fluorescence; stronger effect = lower value; B-score at 10 µM; actives 0.84% (n = 340,000); AID 602410, 2012;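 active means B-score under library mean minus 4 SD, starting fluorescence ratio at most library mean plus 5 SD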;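 further: more negative B-score means stronger inhibition of thallium flux through KCNK3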
Target sequence (O14649 whole entry, looked up): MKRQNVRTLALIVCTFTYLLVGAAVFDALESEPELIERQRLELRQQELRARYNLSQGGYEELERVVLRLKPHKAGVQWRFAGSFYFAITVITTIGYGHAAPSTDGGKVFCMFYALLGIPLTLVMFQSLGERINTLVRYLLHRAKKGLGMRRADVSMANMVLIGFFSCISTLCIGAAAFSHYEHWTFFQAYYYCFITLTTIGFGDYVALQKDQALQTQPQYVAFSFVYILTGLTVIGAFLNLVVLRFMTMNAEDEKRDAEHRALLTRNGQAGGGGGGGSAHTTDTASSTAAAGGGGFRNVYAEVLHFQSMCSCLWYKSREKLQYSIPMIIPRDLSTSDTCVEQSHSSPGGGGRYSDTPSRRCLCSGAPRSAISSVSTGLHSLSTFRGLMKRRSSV
Dyrk1A ADPGlo – rat Dyrk1A kinase inhibitors, primary screen, biochemical, single point, plate reader; Dual specificity tyrosine-phosphorylation-regulated kinase 1A (Rattus norvegicus), Q63470; ADP-Glo luminescence, NFATc1 peptide; inhibition, % at 12.5 µM; actives 0.43% (n = 310,000); AID 504441, 2011; in the data active means inhibition above about 50%;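 further: plate controls were vehicle with enzyme for no effect and no enzyme for full effect; many of its hits are not listed in these tables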
GSK3A inh – blockers of GSK3A enzyme activity – biochemical, luminescence, cell-free homogeneous, HTS, primary screen; Glycogen synthase kinase-3 alpha (Homo sapiens), P49840; GSK-3 alpha kinase, ADP-Glo luminescence, 60 min; inhibition, % at 10 µM; actives 0.1% (n = 320,000); AID 2650, 2010;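 in the data active means inhibition above about 50%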;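 further: GST-tagged GSK-3 alpha with peptide substrate and 25 µM ATP; 0% = DMSO neutral wells and 100% = GW8510 positive control wells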
Target sequence (P49840 whole entry, looked up): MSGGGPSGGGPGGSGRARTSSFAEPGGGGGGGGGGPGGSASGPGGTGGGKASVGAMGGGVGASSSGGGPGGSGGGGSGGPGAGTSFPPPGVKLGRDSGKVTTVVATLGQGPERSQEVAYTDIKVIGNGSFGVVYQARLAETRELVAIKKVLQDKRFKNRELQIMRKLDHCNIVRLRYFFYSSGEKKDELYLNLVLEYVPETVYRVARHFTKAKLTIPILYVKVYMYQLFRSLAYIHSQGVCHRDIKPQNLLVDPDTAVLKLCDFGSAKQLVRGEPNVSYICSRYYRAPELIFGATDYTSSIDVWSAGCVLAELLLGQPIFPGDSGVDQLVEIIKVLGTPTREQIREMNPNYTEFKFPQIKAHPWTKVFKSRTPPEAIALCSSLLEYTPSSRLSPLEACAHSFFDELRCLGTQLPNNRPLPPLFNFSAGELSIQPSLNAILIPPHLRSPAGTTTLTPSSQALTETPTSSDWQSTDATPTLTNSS
An asterisk follows results filed as active; i = inactive. These rows are one share of the data, so the mix of outcomes need not match the whole.

Results follow in this order: KCNK3 block	Dyrk1A ADPGlo	GSK3A inh
COc1cc(/C=C2\C(=O)N(c3ccccc3)N=C2C)ccc1Oc1ccc([N+](=O)[O-])cc1[N+](=O)[O-]
→ i	-3	-2
NC(=O)c1ccc[n+]([C@H]2O[C@@H](COP(=O)([O-])OP(=O)(O)OC[C@H]3O[C@@H](n4cnc5c(N)ncnc54)[C@H](O)[C@@H]3O)[C@H](O)[C@@H]2O)c1
→ i	-9	-24
O=C(c1ccncc1)N1CCN(S(=O)(=O)c2ccccc2Br)CC1
→ i	-7	-2
CC(C)[C@H](NC(=O)c1ccccc1F)C(=O)OCC(=O)Nc1sccc1C(N)=O
→ i	8	-6
CC1CCC2(CC1)NC(=O)N(CC(=O)NCCc1c[nH]c3ccccc13)C2=O (stereo not given)
→ i	3	1
CCC(C)[C@@H](CN)NCC1(c2ccccc2)CC1 (stereo not given in full)
→ i	9	5
CCCn1c(SCC(=O)Nc2ccc(F)c(Cl)c2)nc(O)cc1=O
→ i	-3	2
COCCN(C(=O)CCCc1nc2ccccc2s1)c1c(N)n(CC(C)C)c(=O)[nH]c1=O
→ i	4	2
Nc1nc(COC(=O)C2CC(=O)N(CCc3ccccc3)C2)nc(Nc2ccccc2)n1 (stereo not given)
→ i	-2	-1
CC1CCN(C(=O)c2[nH]cnc2C(=O)Nc2ccccc2)CC1
→ i	-4	-39
Cc1nnc(SCC(=O)N2CCN(C(=O)c3ccco3)CC2)n1C
→ i	-5	-8
CCC1(c2ccc(F)cc2)NC(=O)N(CC(=O)N2CCN(C(=O)c3ccco3)CC2)C1=O (stereo not given)
→ i	-3	1
CC1CC(C)CN(C(=O)/C=C/c2ccc(S(=O)(=O)N3CCOCC3)cc2)C1 (stereo not given)
→ i	-2	0
Cc1ccc(S(=O)(=O)N2CCN(C(=O)Cn3c(=O)oc4ccccc43)CC2)c(C)c1
→ i	-4	-1
Cc1cc(NC(=O)COc2ccc3ccccc3c2Br)no1
→ i	6	0
Cc1csc(=O)n1CCC(=O)N(C)Cc1c(F)cccc1Cl
→ i	1	1
CC(Sc1nnc(Nc2ccccc2F)s1)C(=O)NC1CC1 (stereo not given)
→ i	6	2
CN1CCC[C@H]1CCNC(=O)c1c(-c2ccsc2)sc2ccccc12
→ i	10	-1
O=C1CC/C=C\C[C@@H](CC(=O)N(CCO)Cc2ccccc2)C(=O)N2CCC[C@H]2CO1
→ i	-3	-2
CSc1nnc(CNC(=O)c2ccccc2)n1-c1ccc(F)cc1
→ i	-4	3

Single records, as listed above.
CC1CC(C)CN(C(=O)/C=C/c2ccc(S(=O)(=O)N3CCOCC3)cc2)C1 (stereo not given) across the screens: KCNK3 block = i; Dyrk1A ADPGlo = -2; GSK3A inh = 0
Cc1ccc(S(=O)(=O)N2CCN(C(=O)Cn3c(=O)oc4ccccc43)CC2)c(C)c1 across the screens: KCNK3 block = i; Dyrk1A ADPGlo = -4; GSK3A inh = -1

Next structures follow.
Results follow in this order: KCNK3 block	Dyrk1A ADPGlo	GSK3A inh
COc1cc2cc(CCCOC(=O)CCC(=O)O)oc(=O)c2cc1OC
→ i	8	5
CCCN(CC(=O)Nc1ccccc1C)C(=O)Cc1n[nH]c(=O)c2ccccc12
→ i	4	1
CCN(C(=O)CSc1nccc(=O)[nH]1)c1cccc2ccccc12
→ i	0	-7
CC(=O)c1cccc(S(=O)(=O)NCCC(=O)NC2CCCCCC2)c1
→ i	4	0
Cc1ccc(OCc2ccc(C(=O)NCC3CCCO3)cc2)cc1C (stereo not given)
→ i	-1	0
CC(C(=O)O)N(c1ccccc1Cl)S(C)(=O)=O (stereo not given)
→ i	6	0
NS(=O)(=O)c1cccc(NC(=O)CSc2nnc(C3CC3)n2C2CC2)c1
→ i	-5	-5
CS(=O)(=O)Cc1ccc(C(=O)N2CCN(C(=O)c3cccs3)CC2)cc1
→ i	5	0
COc1cc(C(=O)NNC(=O)CCOc2ccccc2)cc(OC)c1OC
→ i	-1	-2
COc1ccc(S(=O)(=O)N2CCN(CC(=O)c3[nH]c(C)c(C(C)=O)c3C)CC2)cc1OC
→ i	-6	-2
CCOc1ccc(C(=O)NCC(=O)OCC(=O)Nc2nnc(-c3ccccc3)o2)cc1
→ i	9	-5
CC(OC(=O)c1ccc(Cl)nc1)C(=O)Nc1ccc2c(c1)OCO2 (stereo not given)
→ i	6	-3
COc1ccc(OCCCC(=O)OCC(=O)Nc2nnc(-c3ccccc3)o2)cc1
→ i	7	8
CCc1ccc2oc(-c3cc(N)cc(C)c3O)nc2c1
→ i	6	0
CCOC(=O)c1c(NC(=O)CSc2nnc(-c3ccc(C)cc3)o2)sc(C(C)=O)c1C
→ -10*	-21	-1
O=[N+]([O-])c1ccc(Cl)c(S(=O)(=O)Nc2ccc3cn[nH]c3c2)c1
→ i	-4	-1
COc1ccc(NS(=O)(=O)c2ccc(O)c(NS(=O)(=O)c3ccc(NC(C)=O)cc3)c2)cc1
→ i	-3	-7
Cc1ccc(Cl)cc1NC(=O)COC(=O)CSc1ccccc1
→ i	-1	-2
O=C1C=C(c2ccc3c(c2)OCO3)C[C@@H](c2ccc(Cl)cc2)C1
→ i	6	1
COc1ccc(/C=C/C(=O)O/N=C(\N)c2ccccn2)cc1OC
→ i	-5	-8

Going on with the list.
Results follow in this order: KCNK3 block	Dyrk1A ADPGlo	GSK3A inh
O=S(=O)(c1ccc2c(c1)C(O)c1ccccc1CC2)C(F)(F)F (stereo not given)
→ i	15	0
CC(C)(C)OC(=O)C[C@@H]1C/C=C\C[C@H](CC(=O)N(CCO)Cc2ccccc2)C(=O)NC[C@H](c2ccccc2)OC1=O
→ i	6	0
O=C1CC(C(=O)N2CCc3ccccc32)CN1c1cccc(C(F)(F)F)c1 (stereo not given)
→ i	-3	-2
CN(CC(=O)Nc1ccccc1Br)C(=O)CN(C)C1CCCCC1
→ i	-2	-1
CCOC(=O)c1c(C)[nH]c(C(=O)COC(=O)c2ccco2)c1C
→ i	0	1
CC1(NC(=O)CC(c2ccccc2)(c2ccccc2)c2ccccc2)CCN(CCCc2ccccc2)C1=O (stereo not given)
→ i	-1	-2
Cc1ccc(C)c(S(=O)(=O)N2CCN(C(=O)[C@H](Cc3ccccc3)NC(=O)c3ccco3)CC2)c1
→ i	1	0
O=C(Cn1nc(C(=O)O)c2ccccc2c1=O)Nc1cc(S(=O)(=O)N2CCCCC2)ccc1Cl
→ i	0	0
COc1ccc(NC(=O)Nc2cccc3c2O[C@H](CN(C)C(=O)NC2CCCCC2)[C@@H](C)CN([C@H](C)CO)C3=O)cc1
→ i	3	-1
COC(=O)C1CCN(C(=O)COC(=O)c2cc(S(=O)(=O)N3CCOCC3)ccc2C)CC1
→ i	-4	-1
NS(=O)(=O)c1ccc(NC(=O)CSc2n[nH]c(=O)n2C2CC2)cc1
→ i	6	-3
CCOC(=O)[C@@H]1[C@H]2COc3ccc(Br)cc3[C@@H]2N2C(=O)N(c3ccc(Cl)cc3)C(=O)[C@@]12C
→ i	6	2
COc1cccc(CC(=O)OCC(=O)NC(C)c2ccc(F)cc2)c1 (stereo not given)
→ i	1	-1
Cc1cn[nH]c1
→ i	5	-3
CCN(c1ccccc1)S(=O)(=O)c1ccc(Cl)c(NC(=O)CNC(C)c2ccccc2)c1 (stereo not given)
→ i	-1	1
c1cncc(-c2cnc3ccccc3c2)c1
→ i	-2	-2
COc1ccc(NC(=O)CSCC(=O)NCc2cccc(C(F)(F)F)c2)cc1
→ i	-1	0
O=C(CSc1cccc(C(F)(F)F)c1)Nc1nnc(C2CC2)s1
→ i	-5	-6
CCN(CC)c1ccc(NC(=O)CN2CCN(CC(=O)Nc3ccc(F)cc3)CC2)cc1
→ i	4	-1
CC(OC(=O)c1cc[n+]([O-])cc1)C(=O)Nc1ccc(C(N)=O)cc1 (stereo not given)
→ i	0	-2

Remaining list, next part.
Results follow in this order: KCNK3 block	Dyrk1A ADPGlo	GSK3A inh
O=[N+]([O-])/C(=C\Nc1ccccc1Cl)S(=O)(=O)c1ccccc1
→ i	-5	-6
COc1ccccc1NS(=O)(=O)c1cccc(C(=O)NNC(=O)c2ccc(=O)[nH]c2)c1
→ i	-6	7
COc1ccc(-c2cc3cc4c(cc3cn2)OCO4)cc1
→ i	1	-2
COc1ccc(C2=CC(=O)C[C@H](c3ccc(F)cc3)C2)c(F)c1F
→ i	3	-3
Cn1cccc1C(=O)NNC(=O)COc1ccc(C#N)cc1
→ i	0	0
COc1ccc(-c2cc(C(=O)N3CCN(c4ccccc4O)CC3)c3ccccc3n2)cc1
→ i	-2	-1
Cc1ccc(-n2c(SCC(=O)NCC3CCCO3)nc3c(c2=O)SCC3)cc1 (stereo not given)
→ i	2	-1
COc1ccc2sc(-c3ccccc3OC)c(-c3ccc(OC)nc3)c2c1
→ i	-1	-2
C[C@]12C(=O)N(c3ccccc3)C(=O)N1[C@H]1c3ccccc3OC[C@@H]1[C@H]2c1ccccc1
→ i	1	-1
O=C(CSc1nc2nn(-c3ccccc3)c(=O)c-2c2n1CCCCC2)Nc1ccc(F)cc1F
→ i	-2	-4
N#Cc1ccsc1NC(=O)CSc1nncs1
→ i	2	1
CCOC(=O)CSc1nc2ccccc2n1CC(=O)N1CCN(c2ccccc2)CC1
→ i	1	0
Cc1ccc(NS(=O)(=O)c2ccc3c(c2)CCC(=O)N3)cc1
→ i	-5	2
Cc1ccc(C2=CC(=O)C[C@H](c3ccc4c(c3)OCO4)C2)cc1
→ i	3	-3
O=C(C1CN(C(=O)c2cc3cc(Cl)ccc3o2)c2ccccc2O1)N1CCCCC1 (stereo not given)
→ i	-1	3
CCc1cccc(NC(=O)C2CCN(c3ncnc4sc(C)c(C)c34)CC2)c1
→ -11*	-2	-2
COc1ccc2c(c1)-c1nc(/N=C/c3ccc(O)cc3)sc1CC2
→ i	8	-4
CC(=O)c1ccc(N2CCN(C(=O)c3ccc4[nH]c(C)c(C)c4c3)CC2)cc1
→ i	0	-1
CN(C)S(=O)(=O)n1cnc([C@@H]2[C@@H]3C(=O)OC[C@@H]3C[C@]23N=CN(Cc2ccccc2)C3=O)c1
→ i	-2	0
CC(Sc1ccc(S(=O)(=O)N2CCOCC2)cn1)C(=O)Nc1ccc(Cl)cc1Cl (stereo not given)
→ i	7	2

Compounds shown so far with a cyano group, in the order listed:
Results follow in this order: KCNK3 block	Dyrk1A ADPGlo	GSK3A inh
Cn1cccc1C(=O)NNC(=O)COc1ccc(C#N)cc1
→ i	0	0
N#Cc1ccsc1NC(=O)CSc1nncs1
→ i	2	1

(continued)
Results follow in this order: KCNK3 block	Dyrk1A ADPGlo	GSK3A inh
NC(=O)NC(Cc1ccccc1)C(=O)NNC(=O)COc1ccccc1Cl (stereo not given)
→ i	-1	2
O=C(COC(=O)c1cc(S(=O)(=O)N2CCOCC2)ccc1Cl)NCc1ccc2c(c1)OCO2
→ i	-3	1
COc1ccc(C(=O)Nc2ccc(Cl)cc2F)cc1S(=O)(=O)N1CCCC1
→ i	7	1
O=C(COC(=O)c1ccc(O)cc1)Nc1cc(C(F)(F)F)ccc1N1CCOCC1
→ i	-2	-3
CCSc1nnc(NC(=O)c2ccc(F)c(S(=O)(=O)N3CCOCC3)c2)s1
→ i	3	13
COc1ccc(N2CCN(Cc3nc4ccsc4c(=O)[nH]3)CC2)cc1
→ i	-2	-1
COCCN(CC(=O)Nc1cccc(C)c1C)C(=O)Cc1ccsc1
→ i	-3	-2
COc1cccc(NC(=O)c2c(F)cccc2F)c1
→ i	32	-2
Cc1ccc([C@@H]2CC=C(C(=O)O)[C@H](c3ccc(F)cc3)N2S(=O)(=O)c2ccc(C)cc2)cc1
→ i	0	9
Cc1cccc(C(=O)N[C@H](C(=O)NCc2cccs2)C(C)C)c1
→ i	5	-5
CC(C)(C)OC(=O)C[C@H]1C/C=C\C[C@@H](CC(=O)N[C@@H](CO)Cc2ccccc2)C(=O)N2CCC[C@H]2COC1=O
→ i	-3	-3
Cc1cc(NC(=O)COC(=O)C(Cc2ccccc2)NC(=O)c2ccco2)no1 (stereo not given)
→ i	2	0
Cc1ccc(S(=O)(=O)N2[C@@H](c3cccc(Cl)c3)C(C(=O)O)=CC[C@H]2c2cccs2)cc1
→ i	-3	-4
Cc1cc(/C=C2\NC(=O)N(Cc3ccc(Cl)cc3)C2=O)c(C)n1C
→ i	-1	-1
COc1ccc(-c2coc3cc(O[C@@H]4O[C@H](CO)[C@@H](O)[C@H](O)[C@H]4O)c(OC)cc3c2=O)cc1
→ i	6	-2
COc1ccc(-c2c(-c3cc(OC)cc(OC)c3)n(C)c3ccc(Br)cc23)cc1
→ i	4	-1
Cc1ccc(S(=O)(=O)N2CCN(C(=O)COC(=O)COc3cccc(C(F)(F)F)c3)CC2)c(C)c1
→ i	2	-4
O=C(NCC(c1ccco1)N1CCCC1)c1cccc(S(=O)(=O)Nc2ccc(F)cc2)c1 (stereo not given)
→ i	-7	-1
CCOC(=O)/C=C1/SCC(=O)N1CC(=O)Nc1cccc(F)c1
→ i	4	-2
COc1ccccc1S(=O)(=O)N1CCN(S(=O)(=O)c2cccs2)CC1
→ i	-8	-2
COc1cc2c(-c3ccc(O)cc3)nc3c(c(C)nn3-c3ccccc3)c2cc1OC
→ i	-2	-1
NC(=O)c1ccc(NC(=O)CSc2nc3ccccc3c(=O)n2CCCN2CCOCC2)cc1
→ i	-1	7
